N370S GC mod: qHTS Assay for Inhibitors and Activators of N370S glucocerebrosidase as a Potential Chaperone Treatment of Gaucher Disease | N370S GC spleen homogenate, 4MU-glucoside fluorescence | Lysosomal acid glucosylceramidase (Homo sapiens), P04062 | hit rate 0.092% among 330,000 | Potency, µM (series often up to 59.4 µM), without a hit: at the top dose activity change, negative = inhibition, hits mostly inhibitors;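 also: 0% = full enzyme activity and -100% = no enzyme basal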
FEN1 inh: qHTS Assay for the Inhibitors of Human Flap endonuclease 1 (FEN1); hit rate 0.35% among 390,000; Potency, µM (titrated, usually from 114 µM), for inactives: at the highest dose activity change, negative = inhibition, usual class: inhibitors; Recombinant FEN1 flap cleavage, fluorescence, 15 min; also: nearly all actives have a fitted effect of over 65% in size
Target sequence (P39748 whole entry, looked up): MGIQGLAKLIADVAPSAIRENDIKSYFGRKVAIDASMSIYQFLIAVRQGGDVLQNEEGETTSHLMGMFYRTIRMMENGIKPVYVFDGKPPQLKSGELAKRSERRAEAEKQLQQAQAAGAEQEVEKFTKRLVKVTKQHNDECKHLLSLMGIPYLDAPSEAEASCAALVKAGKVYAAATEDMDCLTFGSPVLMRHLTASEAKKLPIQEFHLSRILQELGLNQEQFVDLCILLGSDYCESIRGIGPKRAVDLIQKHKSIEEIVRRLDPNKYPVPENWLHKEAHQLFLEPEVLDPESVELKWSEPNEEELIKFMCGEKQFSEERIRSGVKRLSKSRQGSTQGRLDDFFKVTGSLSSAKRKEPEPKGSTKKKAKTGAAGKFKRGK
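Reaction started by adding substrate (50 nM final) to 10 nM enzyme after 15 min room-temperature compound preincubation. Reads at 0 and 15 min, with data normalized and fitted to a four-parameter Hill equation.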
TDP1 cell CPT: qHTS for Inhibitors of human tyrosyl-DNA phosphodiesterase 1 (TDP1): qHTS in cells in presence of CPT; chicken DT40 Tdp1-/-;hTDP1 cells + 20 nM CPT, ATP luminescence, 48 h; hit rate 12% among 420,000; AID 686979, 2013; Potency, µM (highest dose often 46.2 µM), for the others: at the top dose activity change, negative = growth inhibition, hits mostly inhibitors; also: nearly all actives have a fitted effect of over 55% in size
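Cell growth measured by CellTiter-Glo luminescence after a minimum 48 h, 37 C compound exposure with 20 nM CPT in Tdp1-knockout DT40 cells stably expressing hTDP1, seeded 400/well; qHTS titration format.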
Active calls of the source: *; u = inconclusive; x = no result given; [ ] = dose if it differs, or a comment. Calls follow the shape of the dose curve; as a rule, active = well fitted curve in the direction sought with a large enough effect; inconclusive = small, poorly fitted or top-dose-only effect, or another doubt; inactive = no such curve, though single readings can be large; an effect the other way counts as inactive or inconclusive. Unless noted, % is scaled to controls: 0 for no effect and ±100 for the full control effect; potency is read from the fitted curve at half-maximal effect.

molecule | N370S GC mod | FEN1 inh | TDP1 cell CPT
NS(=O)(=O)c1cccc(NC(=O)COC(=O)CCCc2c[nH]c3ccccc23)c1 | -9% | -4% | -1%
Cc1ccc(NC(=O)C2CCCN(C(=O)c3ccc(Cl)cc3)C2)cc1C (configuration not stated) | 2% | 7% | 4.1µM*
Cc1cccc(C(=O)NC(=S)N(C)C2CCCCC2)c1 | 0% | 12% | 29µM*
CC1C(=O)N(Cc2ccc([N+](=O)[O-])cc2)c2ccccc2N1C(=O)c1c(F)cccc1F (configuration not stated) | -1% | -16% | u
CCN1C(=O)c2ccccc2S(=O)(=O)c2ccc(C(=O)NCc3ccccc3OC)cc21 | x | -11% | u
COc1ccccc1CNC(=O)/C(C#N)=C/c1ccc(OC)c(OC)c1OC | u | -16% | -12%
Cc1ccc(Cn2cnc3sc4c(c3c2=O)CCC4)c(C)c1 | 3% | 1% | u
C[C@H]1C(=O)N(C)CCN1C(=O)c1ccccc1OC1CCN(S(C)(=O)=O)CC1 | 24% | 0% | 0%
Cc1cc(C(=O)OCC(=O)N2C(C)CCCC2C)c(C)o1 (configuration not stated) | -23% | 8% | -16%
CCOc1ccccc1CNC(=O)CCCc1cn(C)c2ccccc12 | 20% | 1% | u
NC(=O)CSc1nnc(-c2ccncc2)o1 | -23% | 15% | 0%
COC(=O)c1cc(=O)c2c([N+](=O)[O-])ccc(OC)c2o1 | -1% | 0% | 28%
COc1ccc(Cc2c(O)nc[nH]c2=O)cc1 | 3% | -1% | 1%
COCCN(Cc1ccccc1)C(=O)c1c(C)nn(-c2ccccc2)c1C | -2% | -1% | 17%
CCN(C(=O)CSc1nc2ccc(O)cc2c(=O)n1-c1ccc(OC)c(OC)c1)C1CCS(=O)(=O)C1 (configuration not stated) | 23% | 1% | 9%
CCCCOc1ccc(/C(O)=C2/C(=O)C(=O)N(CCCOC)C2c2ccncc2)cc1 (configuration not stated) | 0% | 2% | -4%
CCSc1nc(O)cc(=O)n1CC | 0% | -4% | -1%
CCOC(=O)c1ccc(N2C(=O)c3n[nH]c(C)c3C2c2ccc(OC)cc2)cc1 (configuration not stated) | 2% | -13% | -17%
CCOC(=O)N1CCN(Cc2cn[nH]c2-c2cc3ccccc3o2)CC1 | -23% | -7% | -17%
COc1ccc(-c2cc(-c3cc(OC)ccc3O)[nH]n2)cc1 | -4% | -31% | 21µM*

Entries from the list above that contain four or more nitrogen atoms, in the order listed:
molecule | N370S GC mod | FEN1 inh | TDP1 cell CPT
NC(=O)CSc1nnc(-c2ccncc2)o1 | -23% | 15% | 0%
CCOC(=O)N1CCN(Cc2cn[nH]c2-c2cc3ccccc3o2)CC1 | -23% | -7% | -17%

Remaining list, next part:
molecule | N370S GC mod | FEN1 inh | TDP1 cell CPT
O=C(c1ccco1)c1cn[nH]c1-c1ccc(Cl)cc1O | 9% | 4% | u
CN1C(=O)c2ccccc2N(C)C1c1cccs1 (configuration not stated) | -11%[2.35 µM] | 0% | -3%
CCOC(=O)c1c(NC(=O)/C=C/c2ccc(OCC)cc2)sc2c1CCC2 | x | -1% | 8%
CCc1ccc(NC(=O)c2ccc(-n3cncn3)c([N+](=O)[O-])c2)cc1 | -11% | 8% | u
Cc1ccc(CSc2nnc3[nH]c(=O)cc(-c4ccccc4)n23)cc1 | x | 6% | 3%
O=C(c1cc(COc2ccc3ncccc3c2)on1)N1CCC[C@H]1CO | -3% | 1% | 6.5µM*
N[C@@H](Cc1ccccc1)c1nnc(SC/C=C/c2ccccc2)o1 | -18% | -12% | -2%
COc1nc(SCC(=O)Nc2ccccc2Cl)nc(N(C)C)n1 | 25% | -3% | u
O=C(Cn1c(-c2cccs2)cc2ccccc21)N1CCN(c2ccccc2F)CC1 | x | 9% | u
CCOc1ccc(S(=O)(=O)N2CCOCC2)cc1NC(=O)CN1C(=O)NC2(CCCC2)C1=O | 2% | 1% | u
Cc1cc2c(cc1C)C(c1ccccc1F)CC(=O)N2 (configuration not stated) | -6% | 20% | u
O=C(O)Cc1sc(-c2ccc(C(=O)O)cc2)nc1-c1ccccc1 | -5% | 11% | 2%
CCN1C(=NCc2cccc(C(F)(F)F)c2)N[C@@H](c2cccc(C(F)(F)F)c2)C(C(=O)OC)=C1C | x | -2% | 4.5µM*
CN(Cc1nc2ccccc2c(=O)[nH]1)C(=O)COc1ccccc1Cc1ccccc1 | x | 0% | u
C/C(CC(=O)Nc1ccc(N(C)C)cc1)=N\NC(=O)c1ccncc1 | 12% | 10% | 7%
O=C(O)C1Cc2ccccc2CN1S(=O)(=O)/C=C/c1ccccc1 (configuration not stated) | 0% | 11% | -11%
COc1ccc(Nc2nc3ccccc3n2C)cc1 | -2% | 0% | 8%
O=C(NCc1ccccc1)C(c1cccnc1)N(C(=O)c1ccccn1)c1ccccc1F (configuration not stated) | -18% | -1% | -15%
Cn1c(SCc2ccccc2F)nc2ccccc2c1=O | x | 16% | -13%
CCc1c(C(=O)N2CCOCC2)csc1C | 1% | -1% | -1%
Cc1nn(-c2ccccc2Cl)c(Cl)c1/C=N/Nc1nc2ccccc2s1 | 2% | -2% | u
O=C(COc1ccccc1)NCC(c1ccco1)N1CCN(c2ccccc2F)CC1 (configuration not stated) | -11% | -10% | u
Clc1ccc(C2=CC(c3ccco3)n3ncnc3N2)cc1 (configuration not stated) | 22% | -2% | -18%
CC1=CC(=C2C(=O)c3ccccc3C2=O)C=C(C)N1Cc1ccco1 | 17% | u | -22%
CCCCOc1ccc(C(=O)N(Cc2ccco2)Cc2ccco2)cc1 | x | -9% | u
CN(C)S(=O)(=O)c1ccc(Cl)c(C(=O)NNC(=O)c2ccc3c(c2)OCO3)c1 | x | 15% | -19%
CSCCC(NC(=O)c1ccccc1Br)C(=O)NNC(=O)c1csc(N2CCOCC2)n1 (configuration not stated) | -1% | 0% | -6%
Nc1ccc2c(c1)COC2=O | -3% | -2% | 7%
Cc1cccc(C)c1NC(=O)NN(C(=O)c1ccccc1)C(C)(C)C | 5% | 16% | -26%
Cc1cc(/C=C2\Cc3ccccc3C2=O)c(C)n1-c1ccccc1 | 6% | -11% | u
CCOc1ccccc1NC(=O)CCc1c(C)nc2c3cccnc3nn2c1C | x | -10% | u
COc1cc(Cl)c(C)cc1NC(=O)c1ccccc1NC(=O)CN1CCOCC1 | 7% | -16% | 2.6µM*
CC(C)(C)NC(=O)C(c1ccco1)N(Cc1ccc(F)cc1)C(=O)c1snc(C(N)=O)c1N (configuration not stated) | -4% | -15% | 13%
C=CCOc1c(Br)cc(/C=N/Nc2ccc(C(=O)O)cc2)cc1OCC | 17% | 1% | u
CCN(C(=O)c1cn(C)c(=O)c2ccccc12)c1cccc(C)c1 | x | 17% | -30%
O=C(CN(Cc1ccccc1Cl)C(=O)c1csnn1)NCCc1ccccc1 | 3% | -2% | 23%
NC(=O)c1ccc[n+](CC(=O)OCCC23CC4CC(CC(C4)C2)C3)c1 | -1%[12.8 µM] | 1% | -11%
COCCOC(=O)C1=C(C)NC(=O)NC1c1ccc(-c2cc(Cl)ccc2Cl)o1 (configuration not stated) | 2% | 7% | -12%
COc1ccccc1-c1nn2c(-c3ccco3)nnc2s1 | 9% | -30% | u
CCC1(CC)C(=O)NN(c2ccccc2)C1=O | 5% | 5% | 2%
Nc1ccccc1NC(=O)CCn1c(=S)[nH]c2ccccc2c1=O | 3% | 13% | u
COc1cccc(CNC(=O)c2ccc(NC3=NC4CS(=O)(=O)CC4S3)cc2)c1 (configuration not stated) | 24% | 20% | 0%
CCOC(=O)CSc1nc2cc3c(cc2c(=O)n1CCCC(=O)NCc1ccc2c(c1)OCO2)OCO3 | x | 10% | u
COc1cccc(OC)c1NC(=O)Cc1nn(C)c(=O)c2ccccc12 | -11% | -10% | u
Cc1c(CNCc2cccs2)c(C(=O)O)c(C)n1Cc1ccccc1 | 6% | -1% | -23%
O=C(Nc1ccc(S(=O)(=O)NC2=NCCCCC2)cc1)c1ccc(Cl)c([N+](=O)[O-])c1 | x | -24% | u
CCCCn1ccnc1C(=O)c1cc(S(=O)(=O)N2CCOCC2)ccc1C | 3% | 4% | 12µM*
CCOC(=O)c1ccc(NC(=S)NCCc2ccc(OC)c(OC)c2)cc1 | -24% | -6% | u
O=C(N/N=C/C(Br)=C\c1ccccc1)c1n[nH]c2c1CCC2 | -2%[12.8 µM] | -11% | 0.23µM*
COc1ccccc1N1CC(C(=O)OCC(=O)Nc2cc(C)on2)CC1=O (configuration not stated) | -1% | -1% | 7%
Cc1noc(C)c1S(=O)(=O)N(C)C[C@H]1Oc2c(NC(=O)Nc3ccccc3)cccc2C(=O)N([C@H](C)CO)C[C@@H]1C | x | -4% | -16%
NC(=O)c1nsc(C(=O)N(c2cccc(F)c2)C(C(=O)NCC2CCCO2)c2ccc3ncccc3c2)c1N (configuration not stated) | u | 12% | -18%
CCN(CC)C(=S)SC1=CCS(=O)(=O)C1 | -1% | -1% | 24%
CC(=O)Nc1nnc(CSCc2ccccc2F)s1 | -8% | 13% | -22%
CCOC(=O)C1CCN(C(=O)COc2ccc([N+](=O)[O-])cc2)CC1 | 7% | -1% | u
CCOc1ccccc1C(=O)Nc1ccc(S(=O)(=O)N2CCN(C)CC2)cc1 | -15% | 3% | u
CCN(CC)c1ccc(N)cc1S(=O)(=O)Nc1ccc(OC)cc1 | 1% | -13% | -22%
Cc1ccc(C(=O)OCC(=O)NCCNC(=O)COC(=O)c2ccc(C)o2)o1 | 4% | -1% | -5%
CCCc1cc(=O)oc2cc(C)cc(OC(C)C(=O)NCC3CCC(C(=O)O)CC3)c12 (configuration not stated) | 0% | -16% | 6%
O=C(/C=C/c1ccc(N2CCCCC2)c([N+](=O)[O-])c1)c1ccc(O)cc1 | -14% | -19% | u

At a glance, 19 of the compounds above:
molecule | N370S GC mod | FEN1 inh | TDP1 cell CPT
COc1ccccc1-c1nn2c(-c3ccco3)nnc2s1 | 9% | -30% | u
CCC1(CC)C(=O)NN(c2ccccc2)C1=O | 5% | 5% | 2%
Nc1ccccc1NC(=O)CCn1c(=S)[nH]c2ccccc2c1=O | 3% | 13% | u
COc1cccc(CNC(=O)c2ccc(NC3=NC4CS(=O)(=O)CC4S3)cc2)c1 (configuration not stated) | 24% | 20% | 0%
CCOC(=O)CSc1nc2cc3c(cc2c(=O)n1CCCC(=O)NCc1ccc2c(c1)OCO2)OCO3 | x | 10% | u
COc1cccc(OC)c1NC(=O)Cc1nn(C)c(=O)c2ccccc12 | -11% | -10% | u
Cc1c(CNCc2cccs2)c(C(=O)O)c(C)n1Cc1ccccc1 | 6% | -1% | -23%
O=C(Nc1ccc(S(=O)(=O)NC2=NCCCCC2)cc1)c1ccc(Cl)c([N+](=O)[O-])c1 | x | -24% | u
CCCCn1ccnc1C(=O)c1cc(S(=O)(=O)N2CCOCC2)ccc1C | 3% | 4% | 12µM*
CCOC(=O)c1ccc(NC(=S)NCCc2ccc(OC)c(OC)c2)cc1 | -24% | -6% | u
O=C(N/N=C/C(Br)=C\c1ccccc1)c1n[nH]c2c1CCC2 | -2%[12.8 µM] | -11% | 0.23µM*
COc1ccccc1N1CC(C(=O)OCC(=O)Nc2cc(C)on2)CC1=O (configuration not stated) | -1% | -1% | 7%
Cc1noc(C)c1S(=O)(=O)N(C)C[C@H]1Oc2c(NC(=O)Nc3ccccc3)cccc2C(=O)N([C@H](C)CO)C[C@@H]1C | x | -4% | -16%
NC(=O)c1nsc(C(=O)N(c2cccc(F)c2)C(C(=O)NCC2CCCO2)c2ccc3ncccc3c2)c1N (configuration not stated) | u | 12% | -18%
CCN(CC)C(=S)SC1=CCS(=O)(=O)C1 | -1% | -1% | 24%
CC(=O)Nc1nnc(CSCc2ccccc2F)s1 | -8% | 13% | -22%
CCOC(=O)C1CCN(C(=O)COc2ccc([N+](=O)[O-])cc2)CC1 | 7% | -1% | u
CCOc1ccccc1C(=O)Nc1ccc(S(=O)(=O)N2CCN(C)CC2)cc1 | -15% | 3% | u
CCN(CC)c1ccc(N)cc1S(=O)(=O)Nc1ccc(OC)cc1 | 1% | -13% | -22%

A portion of the library, so the mix of outcomes need not match the whole.
